# Compound activity deposited in PubChem by several laboratories.
# EBV gp42 inh – blocks Epstein-Barr virus glycoprotein 42 binding | 220,000 compounds, 0.42% hits | inhibition, % (tested at 21.74 µM) | AID 1085 | Q1HVG2 | Fluorescence polarization binding assay, mP read-out; in the data active means inhibition above about 50%
# Target sequence (Q1HVG2 whole entry, looked up): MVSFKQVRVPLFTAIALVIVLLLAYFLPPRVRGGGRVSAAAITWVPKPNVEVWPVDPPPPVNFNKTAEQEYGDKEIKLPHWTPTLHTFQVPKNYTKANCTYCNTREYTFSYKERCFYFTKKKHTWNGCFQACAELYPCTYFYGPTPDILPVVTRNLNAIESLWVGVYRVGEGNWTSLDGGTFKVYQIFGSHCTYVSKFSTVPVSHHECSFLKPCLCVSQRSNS
# Furin inhibitor – blocks human furin protease activity; purified furin, fluorogenic substrate cleavage; inhibition, % at 30 µM; 220,000 compounds, 0.061% hits; in the data active means inhibition above about 25%; further: inactives centre near -15
# Target sequence (P09958 108-714 limits assumed): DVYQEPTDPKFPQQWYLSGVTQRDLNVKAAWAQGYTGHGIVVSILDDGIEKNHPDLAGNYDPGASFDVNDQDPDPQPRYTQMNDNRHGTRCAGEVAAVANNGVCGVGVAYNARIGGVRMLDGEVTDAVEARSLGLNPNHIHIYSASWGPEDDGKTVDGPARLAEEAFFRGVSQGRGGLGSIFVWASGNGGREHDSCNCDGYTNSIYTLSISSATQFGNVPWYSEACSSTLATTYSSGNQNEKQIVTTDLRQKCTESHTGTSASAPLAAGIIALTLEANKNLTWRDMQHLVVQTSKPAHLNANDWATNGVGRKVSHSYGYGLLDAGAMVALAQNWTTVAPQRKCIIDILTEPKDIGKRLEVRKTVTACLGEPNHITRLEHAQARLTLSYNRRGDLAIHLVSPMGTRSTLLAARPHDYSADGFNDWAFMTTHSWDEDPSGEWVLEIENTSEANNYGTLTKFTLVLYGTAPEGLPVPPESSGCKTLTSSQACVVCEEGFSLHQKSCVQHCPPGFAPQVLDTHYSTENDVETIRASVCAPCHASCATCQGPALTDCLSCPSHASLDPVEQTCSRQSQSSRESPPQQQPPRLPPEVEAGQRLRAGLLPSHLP
# Runt-CBFb FRET – inhibitors of human RUNX1 Runt domain binding to CBFb; Cerulean-Runt/Venus-CBFb FRET ratio 530/480, 1 h; inhibition, % at 20 µM; Q01196+Q13951; 220,000 compounds, 0.46% hits; AID 1496;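 active means inhibition over about 50% at 20 µM in the single-dose screen, limit read from the data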;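 further: 0% = DMSO wells and 100% = excess unlabeled CBFb competitor control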
#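 Buffer or medium: Tris pH 7.5 buffer with BSA. Assay system: Cerulean-labeled Runt domain protein. Amount: each fluorescent fusion protein 100 nM. Read-out basis: loss of energy transfer signal. Incubation: 1 h compound exposure, room temperature. Probe or stimulus: Venus-CBFb binding partner, 100 nM. Detection: FRET, excitation 422 nm, emission at 530 and 480 nm.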
# RBBP9 inhibitor – inhibitors of human serine hydrolase RBBP9. O75884. recombinant RBBP9, FP-Rh probe fluorescence polarization. inhibition, % at 7.94 µM. 220,000 compounds, 0.2% hits;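 active means inhibition above the campaign mean of all tested compounds plus 3 SD, cut at about 14% in these data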;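 further: plate controls were DMSO wells with RBBP9 for no effect and wells lacking RBBP9 protein for full effect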
# Target sequence (O75884 whole entry, looked up): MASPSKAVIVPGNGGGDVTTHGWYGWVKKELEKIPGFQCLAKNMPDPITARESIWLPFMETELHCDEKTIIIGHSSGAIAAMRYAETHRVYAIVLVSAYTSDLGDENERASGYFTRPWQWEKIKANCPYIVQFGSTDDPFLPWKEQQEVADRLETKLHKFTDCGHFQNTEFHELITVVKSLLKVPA
#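 System: RBBP9 protein / Quantity: 2.5 µM RBBP9 dispensing solution, before mixing / Also added: Serine-hydrolase probe FP-Rh, 375 nM pre-mixing / Dosing: 7.94 µM single dose, 0.794% DMSO / Timing: enzyme-compound preincubation 30 min, then probe labeling 45 min, 25 °C / Signal: FP readout at 525/598 nm / Controls: DMSO-treated enzyme wells and wells lacking RBBP9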
# Tb hexokinase – T. brucei hexokinase 1 inhibition; recombinant TbHK1, G6PDH-coupled NADH A340; inhibition, % at 10 µM; 220,000 compounds, 0.11% hits;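 active means inhibition of 50% or more in the single-dose primary screen; inactive means inhibition below 50%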
# Runt-SMMHC FRET – inhibitors of human RUNX1 Runt domain binding to CBFb-SMMHC. Q01196+Q13951. Cerulean-Runt/Venus-CBFb-SMMHC FRET ratio 530/480, 1 h. inhibition, % at 20 µM. 220,000 compounds, 0.74% hits. AID 1434;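 active means mean inhibition across duplicate retests at 20 µM reaching about 50%, limit read from the data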;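 further: 0% = DMSO wells and 100% = wells with excess untagged CBFb-SMMHC; inhibitors lower the FRET ratio by blocking Runt binding to CBFb-SMMHC; some results filed as inactive read as strong as hits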
# NCF1 inh – blocks human p47phox regulatory protein of NADPH oxidases | p47phox/p22phox peptide binding, fluorescence polarization, 2 h | inhibition, % at 24.7 µM | 220,000 compounds, 0.53% hits | AID 1274;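 active means inhibition above about 30%, limit read from the data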;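 further: 0% = p47phox with labelled peptide and 100% = labelled peptide alone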
# Calpain2 inh – blocks pig calpain II enzyme activity. purified calpain II, fluorogenic peptide substrate, 30 min. inhibition, % at 16 µM. 220,000 compounds, 0.37% hits. AID 1236;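 active means inhibition above about 50%, limit read from the data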
# p97 ATPase inh – inhibitors of human p97 ATPase; recombinant p97 ATPase, Kinase-Glo ATP luminescence, 3 h; P55072; inhibition, % at 8 µM; AID 1481; 220,000 compounds, 0.42% hits; in the data active means inhibition above about 15%;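 further: 0% = DMSO vehicle and 100% = wells lacking enzyme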
# * hit, by the source's call; · = not tested or not shown; & = joins results of further samples; [ ] = another dose, or the depositor's remark.
SMILES,EBV gp42 inh,Furin inhibitor,Runt-CBFb FRET,RBBP9 inhibitor,Tb hexokinase,Runt-SMMHC FRET,NCF1 inh,Calpain2 inh,p97 ATPase inh
CN1C=CC=C/C1=C1/SC(=S)N(Cc2ccccc2)C1=O,-24,8,-6,9,-10,-7,-4,6,2
COC(=O)C(C)N(C(=O)c1ccc(C(=O)c2ccccc2)cc1)c1c(C)cccc1C (stereo not drawn),-22,-19[20 µM],-2,-2,-7,-1,-1,10,-1
COc1cc(CC(=O)OCC(=O)Nc2ccc([N+](=O)[O-])cc2)cc(OC)c1OC,1,-8,0,-3,-8,0,-2,15,-5
Cc1cc(C)nc(Nc2n[nH]c(-c3ccc(N)cc3)n2)n1,-13,-4[20 µM],0,-5,-1,0,-14,-10,-2
CCN1CCN(c2c(Cl)cccc2NC(=O)c2ccco2)CC1,10,-8[20 µM],-1,8,1,-1,-31,-5,2
CCN(CC)c1c([N+](=O)[O-])ncn1C,-9,-13[20 µM],0,-12,-10,-1,-16,11,0
CCOC(=O)c1[nH]c2cc(OC)c(OC)cc2c1NC(=O)c1ccc2c(c1)OCO2,-20,-30,-4,-7,-4,-8,2,-7,-1
CCOC(=O)CC(=O)CSc1nc(CC)c(C)cc1C#N,-4,-32,53*,5,-19,32,12,-124,4
CCOc1ccccc1N(CC(=O)Nc1c(C)n(C)n(-c2ccccc2)c1=O)S(=O)(=O)c1ccccc1,-7,-19,2,0,-1,1,0,-33,-2
COC(=O)CSc1nnc(C)n1-c1cccc(OC)c1,-9,-19[20 µM],-4,-1,-2,-1,-17,-9,7
Cc1cc(C=O)c(C)n1-c1ccc(NC2CCCCC2)c([N+](=O)[O-])c1,-2,-10,0,0,3,-6,-5,19,-2
O=C(CCNC(=O)c1ccccc1Cl)NC1=NCCS1,7,-16,0,-8,-3,1,16,27,8
CCc1cccc(CC)c1NC(=O)c1ccccc1CCc1ccccc1,-13,-25,-1,-2,-1,-2,-13,-3,1
COc1ccc2c(CN3CCN(S(=O)(=O)c4cccs4)CC3)cc(=O)oc2c1,-25,-41,-2,2,-12,13,-20,-56,4
CCc1ccc(NC(=O)C/C(C)=N/NC(=O)OCc2ccc(OC)cc2)cc1,-3,-10,-2,0,-3,2,3,26,-1
Cc1ccc(/C=N/NC(=O)c2cc3c(ccc4ccccc43)o2)cc1[N+](=O)[O-],34,-16[20 µM],·,-9,-13,-2,-8,26,-4
O=C(OCc1cccc([N+](=O)[O-])c1)c1cnccn1,2,-17,-2,-6,-3,-1,-4,-28,0
CCC1(CC)C(=O)NC(=O)NC1=Nc1cccc(OC)c1,-13,-31[20 µM],-1,-5,3,4,-18,-41,4
COC(=O)CN1C(=S)N(c2ccc(OC)cc2)C(=O)C1CC(=O)Nc1ccc(F)cc1 (stereo not drawn),13,-26,0,-10,-2,2,0,-24,3
Cc1ccc(NC(=O)C2CCCN2C(=O)Oc2ccccc2)cc1C (stereo not drawn),-27,-15[20 µM],0,11,-2,-4,1,8,5
CCCCn1c(SCC(=O)N2CCc3ccccc32)nnc1-c1ccncc1,2,-11,1,-15,-1,5,2,17,-7
O=c1oc2ccccc2c2nccnc12,-10,-24[20 µM],0,7,0,-4,-13,14,6
Cc1cccc(OCCCC(=O)Nc2ccc3c(c2)OCO3)c1,1,6,-2,-6,9,1,-7,-15,-7
Cc1cc(C)c2cc(C#N)c(NCCOC(=O)c3ccccc3C)nc2c1,-14,-29[20 µM],3,-6,2,8,-10,-46,5
CCOC(=O)N1CCC(NS(=O)(=O)c2ccc3c(c2)CCN3C(C)=O)CC1,-18,-22[20 µM],2,-4,-8,2,-13,-19,1

# One compound at a time (already shown). Order of screens: EBV gp42 inh | Furin inhibitor | Runt-CBFb FRET | RBBP9 inhibitor | Tb hexokinase | Runt-SMMHC FRET | NCF1 inh | Calpain2 inh | p97 ATPase inh
# Profile of CN1C=CC=C/C1=C1/SC(=S)N(Cc2ccccc2)C1=O = -24 | 8 | -6 | 9 | -10 | -7 | -4 | 6 | 2
# Profile of CCN1CCN(c2c(Cl)cccc2NC(=O)c2ccco2)CC1 = 10 | -8[20 µM] | -1 | 8 | 1 | -1 | -31 | -5 | 2

# Printed as active in Runt-CBFb FRET, of those listed so far:
SMILES,EBV gp42 inh,Furin inhibitor,Runt-CBFb FRET,RBBP9 inhibitor,Tb hexokinase,Runt-SMMHC FRET,NCF1 inh,Calpain2 inh,p97 ATPase inh
CCOC(=O)CC(=O)CSc1nc(CC)c(C)cc1C#N,-4,-32,53*,5,-19,32,12,-124,4

# Next section:
SMILES,EBV gp42 inh,Furin inhibitor,Runt-CBFb FRET,RBBP9 inhibitor,Tb hexokinase,Runt-SMMHC FRET,NCF1 inh,Calpain2 inh,p97 ATPase inh
Cc1cc(NC(=O)CSc2cn(CCNC(=O)c3ccccc3)c3ccccc23)no1,-4,-9,3,-7,3,4,-11,8,2
CCC(NC(=S)Nc1ccccc1)C(=O)O (stereo not drawn),-5,-15,1,-9,20,-2,-22,1,2
C=CCN1C(=O)/C(=C2/Sc3ccccc3N2CCCS(=O)(=O)O)SC1=S,-14,12,66*,-4,12,65*,-45,-6,14
Cc1ccc(S(=O)(=O)Nc2nc3ccccc3nc2NCc2ccco2)cc1,18,-3[20 µM],12,13,-11,36,-16,-36,5
COC(=O)c1cn(-c2ccccc2)nc1-c1ccncc1,-7,-16[20 µM],-3,-6,7,-3,0,5,-1
CCOc1ccc(C2C(C#N)=C(N)Oc3n[nH]c(C)c32)cc1OC(=O)C1CC1 (stereo not drawn),-30,-12,3,-1,1,1,-10,0,0
NS(=O)(=O)c1ccc(N=Nc2c(O)c(C(=O)O)cc3ccccc23)cc1,-6,2,-6,3,-15,-4,-89,-11,10
CCC(C)N(CC(=O)NCc1ccc(OC)cc1)C(=O)c1csnn1 (stereo not drawn),-5,-4,0,-9,2,3,-7,-26,1
COc1cc(CC(=O)Nc2nc(C)cs2)cc(OC)c1OC,-3,-12,1,-7,-1,4,-1,-28,4
COc1ccc(CCN=CC2=C(O)CCCC2=O)cc1OC,-33,-32,-2,-8,-1,-3,-6,10,3
O=C(CSc1nc2ccccc2s1)Nc1nccs1,-11,-8[20 µM],-1,-7,-4,1,-5,3,0
COc1ccc(CCNC(=O)c2ccc3ccccc3n2)cc1OC,-8,-28,1,-2,0,0,6,-7,0
Cc1ccc(C)n1NC(=O)c1cccc(Cl)c1,-9,-11[20 µM],0,-11,2,-2,-13,3,4
Cc1cc(NC(=O)c2c(F)cccc2F)n(-c2nc3ccccc3[nH]2)n1,-14,-12[20 µM],-2,-8,4,-9,-13,-22,-1
O=S(=O)(NCc1csc(-c2cccs2)n1)c1ccc(Cl)cc1,0,-9,-2,-4,-1,0,-6,5,-6
O=C(NC(=S)Nn1cnnc1)c1cccc(Br)c1,-6,-16,4,-5,1,6,-13,14,-4
C=CCn1c(C(C)NC(=O)c2ccccc2)n[nH]c1=S (stereo not drawn),-5,-10[20 µM],0,-1,0,-1,-12,12,5
CCOC(=O)CCc1c(C)nc2cc(C3CCCN(C(=O)OC(C)(C)C)C3)[nH]n2c1=O (stereo not drawn),-10,-14,-174,-7,29,-2,-13,-32,3
O=C(O)c1cc(-c2ccccc2)nc2ccccc12,-2&-1,1,-1,-5,-10,-1,4&1,20&-21,-5
O=C(NNc1cc(Cl)ccc1Cl)c1c(F)cccc1Cl,0,-8,0,-3,1,0,-11,13,-3
NC(=O)[C@@H]1CC2(CC(c3cccc(NC(=O)CC(c4ccccc4)c4ccccc4)c3)=NO2)CN1C(=O)[C@@H]1CCC(=O)N1 (stereo partly drawn),-11,-7,2,·,-16,-2,-5,-11,·
O=C1c2ccccc2C(=O)N1CCc1nc2ccccc2c(=O)n1-c1ccccn1,1,-12[20 µM],-2,-8,1,1,10,7,6
O=c1oc(-c2cccc(C(F)(F)F)c2)nn1-c1ccc(C(F)(F)F)cn1,-10,-15,-1,-4,-4,2,-1,-21,3
COC(=O)c1nnn(CC(=O)NC(=O)Nc2ccccc2)c1C(=O)OC,-7,-27,-2,-6,3,3,-33,-10,3
COc1ccc(N=C2SC(C(=O)Nc3ccc4c(c3)OCO4)CC(=O)N2C)cc1 (stereo not drawn),-1,-24,-1,-4,1,1,1,-31,1
# Next part.
SMILES,EBV gp42 inh,Furin inhibitor,Runt-CBFb FRET,RBBP9 inhibitor,Tb hexokinase,Runt-SMMHC FRET,NCF1 inh,Calpain2 inh,p97 ATPase inh
COC(=O)c1cc(Br)c(=O)n(Cc2ccc(OC)c(OC)c2)c1,6,-30,0,-4,1,-2,1,3,1
COC(=O)CSc1nnc(Cc2cc(=O)[nH]c(=O)[nH]2)n1-c1cccc(OC)c1,7,-17,-2,-6,3,0,0,-17,-2
CCc1ccc(N2CCN(C(=O)c3ccc(OC)c(OC)c3)CC2)cc1,-14,-2,-2,-2,-6,0,-6,8,-1
CC(C)c1ccc(Nc2nnc(SC3CCOC3=O)s2)cc1 (stereo not drawn),-13,-9,-3,2,1,0,-7,17,1
CC(C(=O)Nc1ccccc1Br)c1ccc([N+](=O)[O-])cc1 (stereo not drawn),1,-12,2,-7,-2,1,8,16,-5
COc1cccc(/C(C)=N/NC(=O)c2cc(-c3cccnc3)nc3ccccc23)c1,9,-11,1,-4,-9,2,3,-12,1
O=C1CN(C(=O)c2cc3ccccc3oc2=O)C(c2ccccc2)c2cc(F)ccc2N1 (stereo not drawn),5,-7,0,-8,-6,2,-20,0,-2
CSCC[C@H](NC(=O)C1CCN(S(=O)(=O)c2ccc(C)cc2)CC1)C(=O)NC1CCS(=O)(=O)C1 (stereo partly drawn),-7,-6,-2,-8,-5,2,-7,8,-1
COc1ccc(C2CC(C(F)(F)F)n3nc(C(=O)O)cc3N2)cc1 (stereo not drawn),-1,-12,-2,0,1,-4,-3,11,0
CC(C)N1CCC(N2CCN(CCCc3ccccc3)CC2CCO)CC1 (stereo not drawn),4,-14,2,1,4,-2,-7,-1,-4
COC(=O)c1c(S(=O)(=O)NCc2ccccc2)sc(C(=O)O)c1C,-6,-20[20 µM],0,-2,-1,-6,-1,-35,8
CCc1nc(SCC(=O)c2ccccc2)c2ccccc2n1,-21,-24,24,4,-8,43,-9,7,-1
Cc1ccc(-c2nc(C(F)(F)F)cc(=O)[nH]2)cc1,-13,-11,1,2,1,1,-13,-11,10
COCCNC(=O)CCCn1c(=O)c2cc(OC)c(OC)cc2n(CC(=O)c2cccc(OC)c2)c1=O,1,2,-2,-15,7,0,5,13,-6
COc1ccc2nc(NCCO)[nH]c2c1,-17,-2,-2,9,31,2,-1,2,3
CCC(C)NC(=O)COc1ccc(Br)c(C)c1 (stereo not drawn),-14,-6[20 µM],-1,3,1,-1,0,-27,0
CSc1nc(-c2ccc(C)cc2)[nH]c1S(=O)(=O)c1ccccc1,-43,-20[20 µM],-3,-6,2,4,-16,0,5
CCOC(=O)c1ccc(Nc2nc(C)cc(C)c2C#N)cc1,-11,13[20 µM],0,11,3,0,-13,-26,3
CC1CCN(c2c(NCC3CCC(C(=O)NCc4ccccc4Cl)CC3)c(=O)c2=O)CC1 (stereo not drawn),2,4,-1,-8,-2,3,-1,17,9
CCNc1ccc(S(=O)(=O)N(C)C)cc1NCC(=O)Nc1c(F)cccc1F,-21,-23,1,-8,2,4,-26,-8,2
Cc1cccc(NC(=S)NC23CN4CN(CN(C4)C2)C3)c1C,-11,-3,2,-3,12,-2,-3,-1,2
Cc1ccc2cc(C)c(N3CCN(c4ccccn4)CC3)nc2c1,-2,-4[20 µM],1,-2,-2,0,5,15,-2

# Rows are unselected; overall some 2.7% were active at least once.
